RTF Ca sens inh: cardiac RTF calcium desensitization | 340,000 compounds, 0.12% hits | AID 493244 | P19429+P45379 | IANBD-labeled cardiac RTF, Ca2+ fluorescence | inhibition, % at 7.15 µM;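 active = inhibition above the mean inhibition of all tested compounds plus 3 SD, cut at about 17% in these data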;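 note: assay run at fixed EC70 calcium of 1.6 mM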
SR-BI DiI inh: inhibitors of mouse SR-BI mediated HDL lipid uptake. Q61009. ldlA[mSR-BI] CHO cells, DiI-HDL uptake fluorescence, 3 h. 320,000 compounds, 0.96% hits. AID 488896. inhibition, % at 12.5 µM;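 active = mean replicate inhibition of at least 70% and a set share of replicates each scoring 70 or more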;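 note: 0% = median of neutral control wells and 100% = median of positive control wells; values of inactives mirror those of a sister screen read the other way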
DAGLB inh: diacylglycerol lipase beta (human) inhibition. HEK293T DAGLB membrane lysate, EnzChek fluorogenic substrate. 340,000 compounds, 0.059% hits. AID 504411. Q8NCG7. inhibition, % at 5.17 µM; in the data active = inhibition above about 34%;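 note: 0% = enzyme with vehicle and 100% = wells lacking enzyme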
Arr AP2 block: blocks beta-arrestin peptide binding to AP2 adaptin. FITC-arrestin peptide / GST-AP2 beads, flow cytometry; AP2 beta2 appendage carries R879A mutation. inhibition, % at 10 µM. 340,000 compounds, 0.31% hits. AID 504490;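 active = inhibition above a set limit, near 3 SD of compounds lacking own fluorescence, cut at about 54% in these data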;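 note: plate controls were DMSO wells for no effect and 5 µM unlabelled arrestin peptide for full effect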
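Assay system: GST-AP2 R879A bound to glutathione beads, E. coli-expressed; Medium: PBS with 0.05% Tween 20 and 0.1% BSA; Also added: fluorescein-tagged arrestin peptide at 50 nM final; Timing: 12 min plus 1 h, RT; Measured by: flow cytometry, FL1 (488/535 nm); Evaluation: percent drop in bead-associated FITC signal.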
NSD2 inh: blocks human histone methyltransferase NSD2 | O96028 | AID 743445 | NSD2 peptide methylation, AlphaScreen, 120 min | inhibition, % at 12.5 µM | 310,000 compounds, 0.54% hits; in the data active = inhibition above about 50%
Target sequence (O96028 whole entry, looked up): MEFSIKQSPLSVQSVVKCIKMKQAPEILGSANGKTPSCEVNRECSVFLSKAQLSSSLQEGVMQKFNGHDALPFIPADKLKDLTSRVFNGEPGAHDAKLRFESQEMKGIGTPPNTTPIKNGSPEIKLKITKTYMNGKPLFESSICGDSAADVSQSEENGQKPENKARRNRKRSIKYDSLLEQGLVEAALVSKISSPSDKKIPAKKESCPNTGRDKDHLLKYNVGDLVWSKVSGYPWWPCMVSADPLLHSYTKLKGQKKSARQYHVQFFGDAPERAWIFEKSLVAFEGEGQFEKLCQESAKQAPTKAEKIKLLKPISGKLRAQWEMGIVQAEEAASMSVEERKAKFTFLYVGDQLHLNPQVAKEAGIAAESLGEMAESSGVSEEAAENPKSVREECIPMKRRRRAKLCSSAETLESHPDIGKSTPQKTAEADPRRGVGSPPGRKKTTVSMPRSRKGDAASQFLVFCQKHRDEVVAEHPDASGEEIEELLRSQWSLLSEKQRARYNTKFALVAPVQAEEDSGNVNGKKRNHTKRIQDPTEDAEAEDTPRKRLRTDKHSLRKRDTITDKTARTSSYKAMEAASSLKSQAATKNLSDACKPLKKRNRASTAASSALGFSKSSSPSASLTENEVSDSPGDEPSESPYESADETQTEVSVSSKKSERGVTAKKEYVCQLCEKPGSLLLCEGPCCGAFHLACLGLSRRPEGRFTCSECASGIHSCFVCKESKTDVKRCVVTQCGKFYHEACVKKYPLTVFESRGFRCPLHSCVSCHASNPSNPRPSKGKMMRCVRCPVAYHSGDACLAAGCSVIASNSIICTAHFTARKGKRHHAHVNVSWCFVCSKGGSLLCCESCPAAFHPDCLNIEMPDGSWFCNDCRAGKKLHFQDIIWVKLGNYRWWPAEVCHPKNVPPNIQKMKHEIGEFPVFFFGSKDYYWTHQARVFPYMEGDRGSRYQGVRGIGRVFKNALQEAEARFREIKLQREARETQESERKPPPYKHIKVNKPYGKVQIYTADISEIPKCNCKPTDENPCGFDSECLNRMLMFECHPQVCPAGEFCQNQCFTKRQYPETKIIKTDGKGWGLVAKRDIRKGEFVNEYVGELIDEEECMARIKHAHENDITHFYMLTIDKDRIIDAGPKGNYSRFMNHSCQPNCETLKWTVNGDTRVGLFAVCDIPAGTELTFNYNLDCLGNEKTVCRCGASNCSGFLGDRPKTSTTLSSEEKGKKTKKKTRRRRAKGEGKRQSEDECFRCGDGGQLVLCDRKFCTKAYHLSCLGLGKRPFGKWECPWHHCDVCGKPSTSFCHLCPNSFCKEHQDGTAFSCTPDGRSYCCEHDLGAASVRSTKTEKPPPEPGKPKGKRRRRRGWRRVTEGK
SR-BI DiI-HDL act: enhances SR-BI lipid uptake from DiI-HDL; 320,000 compounds, 0.096% hits; AID 504775; activation, % at 12.5 µM; CHO ldlA[mSR-BI] cells, DiI-HDL uptake fluorescence, 3 h; 100 = double the neutral-control signal;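 active = mean replicate activation of at least 60% and every replicate at or above 60%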;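 note: 0% = median plate neutral-control signal and 100% = twice that signal; values of inactives mirror those of a sister screen read the other way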
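system = CHO ldlA[mSR-BI] cells, LDL receptor-null, SR-BI overexpressing | medium = Ham's F12 with 0.5% BSA, HEPES 25 mM, pH 7.4 | probe or stimulus = DiI-HDL 10 µg/mL | compound dosing = single-point compound dose | incubation = compound exposure 3 h, 37 °C | technique = DiI fluorescence, bottom read | read-out = cell-associated DiI fluorescence as measure of HDL uptake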
PKA-R2B activ: PKA-R2B complex activation; P22694+P31323; PKA-R2B holoenzyme dissociation, Cy5-IP20 fluorescence polarization; R2B truncated from residue 108, S112A mutant; 0% DMSO only, 100% 113 µM cGMP; activation, % at 11.4 µM; 340,000 compounds, 0.079% hits;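 active = activation above a cutoff set at the mean over all compounds plus 3 SD, cut at about 18% in these data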;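 note: higher means more holoenzyme dissociation and a rise in polarization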
Keap1-Nrf2 PPI: Keap1-Nrf2 (human) interaction inhibition; inhibition, % at 9.4 µM; Keap1 Kelch-Nrf2 peptide fluorescence polarization, 1536-well; AID 504523; 340,000 compounds, 0.15% hits; Q14145; in the data active = inhibition above about 12%;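 note: human Keap1 Kelch domain with fluorescein labeled Nrf2 9mer peptide probe; 0% = neutral control wells and 100% = peptide positive control; higher means more block of Keap1 binding to Nrf2 peptide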
C-LANA FP: KSHV C-LANA DNA binding inhibition; MBP-C-LANA/FAM-LBS DNA binding, fluorescence polarization; inhibition, % at 9 µM; 340,000 compounds, 0.078% hits; AID 504423;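 active = highest replicate inhibition at or above 60% at 9 µM, even if other replicates fall short; inactive = all replicates below 60% inhibition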;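 note: 0% = neutral control wells and 100% = 4 µM acridine orange control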
PvdQ inh: P. aeruginosa PvdQ acylase inhibition; inhibition, % at 10 µM; AID 488965; 340,000 compounds, 0.063% hits; purified PvdQ acylase, fluorescence plate reader; in the data active = inhibition above about 30%, passing the limit was not always enough;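 note: 0% = vehicle neutral wells and 100% = reference inhibitor wells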
Numbers without * were called inactive; . = no result given.

SMILES | RTF Ca sens inh | SR-BI DiI inh | DAGLB inh | Arr AP2 block | NSD2 inh | SR-BI DiI-HDL act | PKA-R2B activ | Keap1-Nrf2 PPI | C-LANA FP | PvdQ inh
C#CCSc1nccc(-c2nn(-c3ccc(C)cc3)ccc2=O)n1 | 7 | 8 | 3 | 3 | 1 | -8 | -28 | -7 | -0.1 | -4
O=C(Cn1cnc2c(NCc3ccccc3)ncnc21)NCc1ccccn1 | 1 | -15 | -1 | 0 | . | 15 | -2 | 0 | -1.2 | -3
Cc1ccc(SCC(=O)NCCN2C(=O)CSC2=O)cc1C | 0 | 2 | 0 | 1 | -2 | -2 | -8 | -2 | 2.6 | -12
Cc1cc(C)c(C#N)c(N2CCN(C(=O)C3COc4ccccc4O3)CC2)n1 (centres undefined) | -9 | 14 | -10 | -1 | -5 | -14 | 3 | -5 | 0.3 | -8
CCc1c(C)c(C#N)c2nc3ccccc3n2c1-n1nc(C)cc1C | 0 | -1 | -3 | 31 | -7 | 1 | -8 | -3 | -0.6 | 10
COc1ccc(CCNC2CC(=O)N(N(C)C)C2=O)cc1OC (centres undefined) | -7 | -12 | 2 | -6 | -5 | 12 | -12 | -4 | 0.9 | -3
CCC(C)/C=C/C1=CC2=C(Cl)C(=O)C3(C)OC(=O)C(C(=O)C(C)C(C)O)C3C2=CO1 (centres undefined) | 0 | -3 | 0 | 18 | . | 3 | -4 | -2 | 1.5 | 1
CC(C)n1c(O)c(N=NC(=O)CNC(=O)c2cccnc2)c2ccccc21 | -4 | -23 | -1 | 42 | 16 | 23 | 6 | 1 | -0.4 | 20
CCCN1C(=O)CN(C2CCCCCC2)C(=O)C1c1ccc(C)cc1 (centres undefined) | -7 | -18 | -1 | -1 | -1 | 18 | 5 | -2 | 0.4 | -13
CCOC(=O)C1=C(N)Oc2ccc3ccccc3c2C1c1ccc(O)c(OC)c1 (centres undefined) | 5 | -16 | 0 | -6 | 0 | 16 | -3 | 0 | 1.7 | -9
O=C(CN1C(=O)NC2(CCCCCC2)C1=O)Nc1ccc(Cl)c([N+](=O)[O-])c1 | -4 | -11 | -3 | 3 | 0 | 11 | -3 | -4 | -1.8 | 13
COc1ccc(C(C(=O)NC2CCCC2)N(C(=O)c2csnn2)C2CCCC2)cc1 (centres undefined) | -4 | . | 1 | -5 | -1 | . | 5 | 1 | 0.5 | -13
CC(=O)c1ccc(NC(=O)CN(C)CC(=O)Nc2cccc(F)c2)cc1 | 0 | 4 | -3 | -5 | . | -4 | -10 | 0 | -0.3 | -3
CC1CC(NC(=O)C2(C)CC2(Cl)Cl)CC(C)(C)C1 (centres undefined) | -22 | -6 | -5 | -4 | -2 | 6 | -2 | 1 | -1.8 | -14
C#CCOCCOCCOCCNc1nc(N2CCN(C(=O)[C@H]([C@@H](C)CC)n3cc(CCC(=O)O)nn3)CC2)nc(N2CCN(C(=O)[C@H](CCCCN)n3cc(CC(C)O)nn3)CC2)n1 (some centres undefined) | 7 | -21 | 2 | 3 | . | 21 | -7 | -3 | -1.0 | -14
Cn1c(=O)cc(OCC(=O)NCCCN2CCN(Cc3ccccc3)CC2)c2ccccc21 | -2 | 3 | -1 | -10 | . | -3 | -5 | -3 | 0.0 | -10
CC(=O)CCc1oc2ccccc2c1-c1ccccc1 | -7 | 24 | -8 | -19 | 8 | -8 | 2 | -1 | 1.2 | -7
Cc1ccc(NC(=O)CSc2nnc(Cn3c(=O)sc4ccccc43)n2C)cc1 | -2 | -9 | 1 | 1 | . | 9 | -11 | -3 | 0.0 | 17
Cc1ccc(N2C(=O)C3C4C=CC(CC4)C3C2=O)cc1Br (centres undefined) | -3 | 4 | -3 | -16 | -4 | -4 | -1 | 4 | 1.7 | -12
CC(C)(C)c1nc(C(C)(C)C)c(Br)c(=O)[nH]1 | -6 | -34 | 6 | -12 | -1 | 34 | -10 | 1 | -0.2 | -9
COc1ccc(CN2C(=O)c3ccccc3C2=O)cc1C(=O)Nc1ccc(C)cc1C | -5 | 36 | -1 | 9 | -3 | -36 | -8 | 1 | 0.3 | -8
Cc1cc(NC(C)c2ccccc2)n2ncc(-c3ccccc3)c2n1 (centres undefined) | -12 | 34 | -12 | -29 | -8 | -34 | -2 | 2 | -1.2 | -8
Cc1c(C(=O)NCc2cccnc2)sc2nc(-c3ccc(F)cc3)cn12 | -7 | 48 | -1 | -2 | . | -48 | 5 | -5 | -0.2 | -5
N#Cc1c(C(F)(F)F)cc(-c2ccco2)nc1SCc1ccccn1 | -21 | 30 | -2 | -1 | -5 | -30 | -4 | -5 | 2.4 | 8
CC1=CCC2C(=O)N(CCc3c[nH]c4ccccc34)C(=O)C2C1 (centres undefined) | -7 | -13 | 0 | 5 | 6 | 13 | -6 | 2 | -1.2 | 14
COc1ccc(CCNC(=O)COc2ccc(N(C)S(=O)(=O)c3ccc(C)cc3)cc2)cc1 | -8 | . | 1 | 14 | 0 | . | 1 | -2 | 0.2 | 7
O=C(CSc1ccccc1C(=O)O)NC1CCCCCC1 | -5 | 1 | 0 | -2 | -5 | -1 | -4 | -4 | 4.7 | -6
Cc1ccccc1OCC(=O)Nc1ccc(C)c(S(=O)(=O)N2CCCCCC2)c1 | 9 | 52 | -12 | 36 | 0 | -52 | -3 | 0 | -1.6 | 0
Cn1c(CNc2cccc(C(F)(F)F)c2)n[nH]c1=S | -2 | -6 | 2 | 11 | -1 | 6 | -1 | -1 | -0.7 | -10
O=C(O)CN1C(=O)/C(=C\c2cc(Br)ccc2OCc2ccc(Cl)cc2)SC1=S | -8 | -8 | 12 | -10 | 19 | 8 | 8 | -1 | 11 | -16
Cc1ccc(NC(=O)COc2ccc3c(c2)OCO3)c(Cl)c1 | -13 | 17 | -29 | 14 | -1 | . | 2 | 0 | 1.0 | 1
Cc1ccc(S(=O)(=O)NCC(=O)OCc2csc(-c3ccccc3)n2)cc1 | -3 | -6 | -5 | -2 | -1 | 6 | -8 | 6 | -2.0 | -12
CN(C(=O)CSc1nccc(=O)[nH]1)C1CCCCC1 | -4 | -29 | -3 | 30 | 2 | 29 | 4 | -5 | 0.2 | 7
Cc1cc([N+](=O)[O-])nn1CCCC(=O)NC1CCCCC1 | -9 | . | 2 | 1 | 0 | . | 5 | -1 | 2.3 | -3
O=C(Cn1cc(C(=S)N2CCOCC2)c2ccccc21)N1CCOCC1 | -2 | -4 | 2 | -10 | -1 | 4 | 8 | -10 | -1.0 | -7
Cc1c(Br)c(C(F)(F)F)nn1CC(=O)NCCN1CCOCC1 | -11 | 11 | 2 | 0 | -2 | -11 | -1 | 4 | 2.0 | -10
O=C(/C=C\c1ccccc1)Nc1nccs1 | -9 | -15 | -2 | -7 | 12 | 15 | 7 | -3 | 0.9 | -11
CCOc1ccc(S(=O)(=O)N/N=C(\C)c2ccc3c(c2)OCO3)cc1 | -9 | -6 | 1 | -11 | 0 | 6 | 2 | 4 | -1.5 | -13
C#CCOCCOCCOCCNc1nc(N2CCN(C(=O)CCCCCCCCCCNC(=O)[C@H](CCCCN)n3cc(C)nn3)CC2)nc(N2CCN(C(=O)CCCCCCCCCCNC(=O)[C@@H]([C@H](C)CC)n3cc(CCCCCN)nn3)CC2)n1 | 2 | 31 | 3 | -25 | . | -31 | 3 | -105 | -12 | 11
O=C(NCc1ccc(F)cc1)C1CCN(S(=O)(=O)N2CCCCC2)CC1 | -8 | 17 | -4 | 10 | 0 | -17 | 2 | -3 | 12 | -8

Compound profiles, as listed above. Order of screens: RTF Ca sens inh	SR-BI DiI inh	DAGLB inh	Arr AP2 block	NSD2 inh	SR-BI DiI-HDL act	PKA-R2B activ	Keap1-Nrf2 PPI	C-LANA FP	PvdQ inh
Cc1ccc(NC(=O)COc2ccc3c(c2)OCO3)c(Cl)c1 across the screens: -13	17	-29	14	-1	.	2	0	1.0	1
O=C(/C=C\c1ccccc1)Nc1nccs1 across the screens: -9	-15	-2	-7	12	15	7	-3	0.9	-11
O=C(Cn1cc(C(=S)N2CCOCC2)c2ccccc21)N1CCOCC1 across the screens: -2	-4	2	-10	-1	4	8	-10	-1.0	-7

The results go on.
SMILES | RTF Ca sens inh | SR-BI DiI inh | DAGLB inh | Arr AP2 block | NSD2 inh | SR-BI DiI-HDL act | PKA-R2B activ | Keap1-Nrf2 PPI | C-LANA FP | PvdQ inh
N#Cc1ccccc1NS(=O)(=O)c1cc2c3c(c1)CCC(=O)N3CCC2 | -17 | -11 | 6 | -9 | -2 | 11 | 2 | -3 | 0.7 | -9
C/C(=N\Nc1cc(C)nc(-c2ccccc2O)n1)c1ccccc1O | 8 | 46 | -3 | -15 | 3 | -46 | -9 | 1 | -0.9 | -11
CCOC(=O)C1CCN(S(=O)(=O)c2ccc(C(C)(C)C)cc2)CC1 | -3 | -1 | -7 | -31 | 0 | 1 | -23 | -6 | -1.0 | -5
CCOC(=O)c1sc2nccc(N(C)C)c2c1N=CNOCc1c(F)cccc1Cl | -1 | 33 | -16 | -3 | . | -33 | -3 | -6 | -3.6 | 6
O=C(Nn1c(-c2ccccc2)nc2ccccc2c1=O)c1ccco1 | -6 | -2 | -2 | 5 | -2 | 2 | -2 | 4 | 1.3 | -9
CCN1CCN(S(=O)(=O)c2ccc(C)c([N+](=O)[O-])c2)CC1 | -6 | -13 | 3 | -4 | 0 | 13 | 10 | 1 | -0.3 | -9
NC(=O)c1nsc(C(=O)N(c2ccccc2)C(C(=O)NC2CCCC2)c2ccncc2)c1N (centres undefined) | 1 | . | 1 | -23 | 4 | . | 1 | -5 | -1.6 | -27
Nc1ncc([N+](=O)[O-])c(N2CCCCCC2)n1 | -2 | -19 | -2 | -5 | -3 | 19 | -6 | 1 | 1.2 | 7
CC(O)[C@H]1CNCCN1CCc1cc(C(F)(F)F)cc(C(F)(F)F)c1 (some centres undefined) | -19 | -12 | -9 | 4 | . | 12 | -12 | 0 | -1.4 | 5
CCOC(=O)NCc1ccc2[nH]c(C)cc2c1 | -4 | -6 | 2 | 12 | . | 6 | -3 | -1 | 0.7 | 9
CC(=O)Nc1ccc(S(=O)(=O)N(C)CC(=O)N/N=C/c2cccc(O)c2)cc1 | -3 | 0 | 1 | 12 | -3 | 0 | 3 | 2 | 0.4 | 17
Cc1nc2ncnn2c(N2CCCC(C(=O)Nc3ccc4c(c3)CCC4)C2)c1C (centres undefined) | -8 | 11 | 0 | 4 | 1 | -11 | 9 | -5 | 1.6 | -13
Cc1ccc(CNC(=O)CN(C2CCCCC2)S(C)(=O)=O)cc1 | 7 | -9 | -1 | 9 | 0 | 9 | -5 | -1 | -0.6 | -4
Cc1ccccc1-n1c(=O)cc(NCC2CCCO2)[nH]c1=O (centres undefined) | -4 | -5 | 2 | -4 | -1 | 5 | 0 | 3 | -1.0 | 3

Bioassay records as filed in PubChem BioAssay.
